High-throughput results from PubChem BioAssay.
RORgamma inh – qHTS for inhibitors of ROR gamma transcriptional activity; Nuclear receptor ROR-gamma (Mus musculus), P51450; Drosophila S2 Gal4-RORgamma UAS-luciferase reporter, 20 h; Potency, µM (titrated, usually from 53.6 µM), for inactives: at the highest dose activity change, negative = inhibition, hits mostly inhibitors; 310,000 compounds, 5.4% hits; AID 2551, 2010; also: potency is read from the fitted curve at half-maximal effect; % is scaled to controls: 0 for no effect and ±100 for the full control effect; nearly all actives have a fitted effect of over 60% in size
Target sequence (P51450 whole entry, looked up, the tested form may be a part): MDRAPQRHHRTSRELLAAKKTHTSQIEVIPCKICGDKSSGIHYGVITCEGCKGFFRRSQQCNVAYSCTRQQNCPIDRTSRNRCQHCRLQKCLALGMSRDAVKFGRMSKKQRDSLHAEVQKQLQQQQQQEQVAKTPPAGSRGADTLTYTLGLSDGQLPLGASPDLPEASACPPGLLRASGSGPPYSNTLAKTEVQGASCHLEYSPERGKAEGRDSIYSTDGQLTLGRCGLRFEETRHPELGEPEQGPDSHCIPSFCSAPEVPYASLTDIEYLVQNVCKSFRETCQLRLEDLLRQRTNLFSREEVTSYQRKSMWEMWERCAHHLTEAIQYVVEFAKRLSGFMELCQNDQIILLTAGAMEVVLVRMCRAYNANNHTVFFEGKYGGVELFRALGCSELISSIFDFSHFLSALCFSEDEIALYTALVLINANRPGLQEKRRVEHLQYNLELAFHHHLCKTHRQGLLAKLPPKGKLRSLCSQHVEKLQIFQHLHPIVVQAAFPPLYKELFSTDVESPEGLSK
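Luciferase reporter read in Schneider cells carrying Gal4-RORγ (mouse) and UAS-Photinus luciferase; cells given compound 1 h before 700 uM copper sulfate induction, then incubated 20 h at ambient temperature.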
FBPA coupling cs – qHTS Assay for Inhibitors of Fructose-1,6-bisphosphate Aldolase from Giardia Lamblia: Coupling assay counterscreen; AID 2472, 2010; coupling enzyme system counterscreen, AmpLite Red fluorescence; activity change, negative = inhibition, % at 58.2 µM, hits read low; 290,000 compounds, 0.67% hits; in the data active = activity change below about -30%; also: % is scaled to controls: 0 for no effect and ±100 for the full control effect
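Activity here indicates interference with the coupling reaction, not aldolase inhibition. Compounds at 57.5 uM final met coupling enzymes for 10 min at RT; substrate and AmpLite Red detection followed, with a 525/598 nm fluorescence read after 20 min.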
Gal4-VP16 FLuc – VP16 counterscreen qHTS for inhibitors of ROR gamma transcriptional activity | 310,000 compounds, 3.5% hits | Drosophila S2 Gal4-VP16 UAS-luciferase, luminescence, 20 h | Potency, µM (series often up to 53.6 µM), for inactives: at the top dose activity, negative = inhibition, usual class: inhibitors;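 also: Gal4-VP16 expression switched on by copper sulfate through the metallothionein promoter; potency is read from the fitted curve at half-maximal effect; % is scaled to controls: 0 for no effect and ±100 for the full control effect; nearly all actives have a fitted effect of over 50% in size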
uPA surface inh – qHTS for Inhibitors of Cell Surface uPA Generation | AID 540303, 2011 | Potency, µM (highest dose often 38.3 µM), inactives show at the top dose activity change, negative = inhibition, hits mostly inhibitors | cell surface uPA generation assay, qHTS | 330,000 compounds, 0.31% hits; active = well fitted inhibition curve with a large enough effect; inconclusive = small, poorly fitted or top-dose-only effect; inactive = no such curve, though single readings can be large or run the other way; tested in mouse RAW 264.7 cells; also: potency is read from the fitted curve at half-maximal effect; % is scaled to controls: 0 for no effect and ±100 for the full control effect; nearly all actives have a fitted effect of over 55% in size
Tb PFK inh – qHTS Assay to Find Inhibitors of T. brucei phosphofructokinase | ATP-dependent 6-phosphofructokinase (Trypanosoma brucei brucei), O15648 | AID 485367, 2010 | T. brucei PFK, ADP-Glo luminescence | Potency, µM (titrated, usually from 57.5 µM), for the others: at the highest dose activity, negative = inhibition, actives largely listed as inhibitors | 330,000 compounds, 0.17% hits;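 also: potency is read from the fitted curve at half-maximal effect; 0% = uninhibited 1x PFK enzyme wells and -100% = no-enzyme wells; nearly all actives have a fitted effect of over 60% in size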
Target sequence (O15648 whole entry, looked up): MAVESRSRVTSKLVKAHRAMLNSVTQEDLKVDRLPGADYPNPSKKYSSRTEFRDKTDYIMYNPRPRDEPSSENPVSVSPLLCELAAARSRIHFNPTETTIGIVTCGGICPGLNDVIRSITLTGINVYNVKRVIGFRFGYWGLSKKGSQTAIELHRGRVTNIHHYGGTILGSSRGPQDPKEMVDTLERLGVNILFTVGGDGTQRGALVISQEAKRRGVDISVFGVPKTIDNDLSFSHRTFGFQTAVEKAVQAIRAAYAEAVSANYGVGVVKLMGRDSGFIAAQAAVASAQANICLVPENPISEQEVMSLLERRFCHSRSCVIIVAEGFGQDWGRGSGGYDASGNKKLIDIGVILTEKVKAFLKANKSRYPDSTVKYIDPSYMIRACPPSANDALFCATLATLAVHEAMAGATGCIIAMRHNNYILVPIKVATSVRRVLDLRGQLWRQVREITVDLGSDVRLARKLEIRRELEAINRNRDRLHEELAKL
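Luminescent ADP detection (ADP-Glo, two-step: ATP depletion then ADP-to-ATP conversion for luciferase) reported PFK activity after 45 min room-temperature reaction of 1.25 nM enzyme with 0.5 mM F6P and 0.1 mM ATP at pH 8.0.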
FLuc counter – qHTS profiling assay for firefly luciferase inhibitor/activator using purifed enzyme and Km concentrations of substrates (counterscreen for miR-21 project). Luciferin 4-monooxygenase (Photinus pyralis), P08659. purified FLuc, Km substrates, luminescence inhibition. Potency, µM (top dose mostly 57.5 µM), for the others: top-dose activity change, negative = inhibition, hits mostly inhibitors. 360,000 compounds, 6.9% hits;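 also: potency is read from the fitted curve at half-maximal effect; plate controls were vehicle for no effect and reference inhibitor for full effect; nearly all actives have a fitted effect of over 55% in size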
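Biochemical qHTS of compounds, final roughly 60 µM downward over six points, against 10 nM purified firefly luciferase using Km concentrations of substrates (10 uM D-luciferin, 10 uM ATP) in Tris acetate pH 7.5 buffer; luminescence output.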
ELG1 genotoxic – qHTS screen for small molecules that induce genotoxicity in human embryonic kidney (HEK293T) cells expressing luciferase-tagged ELG1; HEK293T ELG1-luciferase reporter, luminescence, 16 h; Potency, µM (series often up to 46 µM), for the others: at the highest dose activity change, positive = activation, usual class: activators; 330,000 compounds, 1.3% hits; AID 504466, 2011; also: potency is read from the fitted curve at half-maximal effect; % of control where 0% means no effect; nearly all actives have a fitted effect of over 60% in size
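Reporter readout depends on ELG1 protein level, which increases with genetic stress. After 16 hr compound exposure at 37 °C, luciferase activity was quantified using ONE-Glo.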
Rab9 promoter act – qHTS Assay for Rab9 Promoter Activators | 320,000 compounds, 2.8% hits | Huh7 Rab9 promoter-luciferase reporter, luminescence, 24 h | Potency, µM (series often up to 9.22 µM), for the others: at the top dose activation, negative = inhibition, actives largely listed as activators; also: potency is read from the fitted curve at half-maximal effect; % of control where 0% means no effect; nearly all actives have a fitted effect of over 60% in size
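Luminescence from Amplite-detected luciferase (10 minutes, ambient) reports Rab9 promoter activation. Before that, stable Rab9-luciferase Huh7 cells (1500/well, reduced-serum OP-MEM I plus 10% FBS) were exposed to compound for 24 hours at 37C.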
NPC1 promoter act – qHTS Assay for NPC1 Promoter Activators; Huh7 NPC1 promoter luciferase reporter, 24 h; Potency, µM (titrated, usually from 9.22 µM), for the others: at the top dose activation, most hits filed as activators; 320,000 compounds, 2.4% hits;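 also: potency is read from the fitted curve at half-maximal effect; % of control where 0% means no effect; nearly all actives have a fitted effect of over 60% in size; reporter is driven by a mutant NPC1 promoter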
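Stable NPC1-promoter luciferase Huh7 line; cpd (DMSO) 24 h, 37 °C, 5% CO2; Amplite luciferase reagent 10 min RT; luminescence readout. qHTS format.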
Giardia kill – Small Molecules that selectively kill Giardia lamblia: qHTS. Giardia lamblia trophozoite viability. activity change, % at 7.66 µM, hits read low. 340,000 compounds, 0.15% hits; in the data active = activity change below about -80%; inconclusive = between about -30% and that limit;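 also: parasites exposed to compound for two days anaerobically before the ATP read; % is scaled to controls: 0 for no effect and ±100 for the full control effect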
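Viability, read as ATP luminescence: trophozoites at 100 cells/well, compound added, 48 hrs anaerobic at 37 deg C, then 15-30 min room-temperature development before reading.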
KCNH2 3.1 block – qHTS for Inhibitors of KCHN2 3.1: Mutant qHTS | U2OS KCNH2 3.1, thallium flux FluxOr; stronger effect = lower value | activity change, % (tested at about 1.8 µM) | 340,000 compounds, 0.95% hits | AID 720553, 2013;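 active = maximum activity change below -70%; inconclusive = maximum activity change from -70% to -50%; inactive = maximum activity change above -50%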;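 also: thallium influx rate constant from kinetic fluorescence after stimulation buffer; % is scaled to controls: 0 for no effect and ±100 for the full control effect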
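FluxOr-based Tl+ influx in U2OS cells transduced with KCNH2 3.1 virus; rate constants normalized to DMSO controls.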
Numbers without * were called inactive; & = joins results of further samples; [ ] = remark or other dose. Unless noted, calls follow the shape of the dose curve; as a rule, active = well fitted curve in the direction sought with a large enough effect; inconclusive = small, poorly fitted or top-dose-only effect, or another doubt; inactive = no such curve, though single readings can be large; an effect the other way counts as inactive or inconclusive. Rows are unselected; any-hit rate near 14%.

For CCCCN(C)CC(O)Cn1cc(/C=C/C(=O)c2cccs2)c2ccccc21 (stereo not given) the results were RORgamma inh inconclusive, FBPA coupling cs -13, Gal4-VP16 FLuc inconclusive, uPA surface inh -5%, Tb PFK inh 1%, FLuc counter -19%, ELG1 genotoxic 9%, Rab9 promoter act -8%, NPC1 promoter act -5%, Giardia kill 1 and KCNH2 3.1 block -14.
Screening Cc1ccc(-n2nc3c(=S)[nH]nc(C)c3c2C)cc1 returned RORgamma inh -16%, FBPA coupling cs 4, Gal4-VP16 FLuc -6%, uPA surface inh -3%, Tb PFK inh -2%, FLuc counter 0%, ELG1 genotoxic 3%, Rab9 promoter act 0%, NPC1 promoter act 1%, Giardia kill -25 and KCNH2 3.1 block 1.
`CN(C)S(=O)(=O)N(Cc1ccc(Br)cc1)c1ccccc1` gave RORgamma inh -16%, FBPA coupling cs 4, Gal4-VP16 FLuc 1%, Tb PFK inh 0%, FLuc counter -2%, ELG1 genotoxic -7%, Rab9 promoter act -8%, NPC1 promoter act 2%, Giardia kill 9 and KCNH2 3.1 block -3.
Screening CC(c1ccco1)N(C(=O)COc1ccc(Cl)cc1Cl)c1ccccn1 (stereo not given) returned RORgamma inh inconclusive, FBPA coupling cs 0, Gal4-VP16 FLuc 11µM*, uPA surface inh -11%, Tb PFK inh 0%, FLuc counter 4.3µM*, ELG1 genotoxic 2.3µM*, Rab9 promoter act inconclusive, NPC1 promoter act 24%, Giardia kill -14 and KCNH2 3.1 block 1.
O=C1CCCCCN1Sc1ccccc1 was read as RORgamma inh inconclusive, FBPA coupling cs -1, Gal4-VP16 FLuc inconclusive, uPA surface inh -11%, Tb PFK inh -17%, FLuc counter -1%, ELG1 genotoxic 1%, Rab9 promoter act 4%, NPC1 promoter act 4%, Giardia kill 6 and KCNH2 3.1 block 3.
CC(C)[C@H](NC(=O)[C@H](Cc1ccccc1)n1c(=O)[nH]c2ccccc2c1=O)C(=O)N[C@@H](Cc1ccccc1)C(=O)O was read as RORgamma inh 13%, FBPA coupling cs -2, Gal4-VP16 FLuc 4%, uPA surface inh 0%, Tb PFK inh 2%, FLuc counter -2%, ELG1 genotoxic -4%, Rab9 promoter act 0%, NPC1 promoter act -3%, Giardia kill -15 and KCNH2 3.1 block 12.
Screening Cc1ccc(S(=O)(=O)N(C)CCCC(=O)Nc2cc(C)ccc2C)cc1 returned RORgamma inh inconclusive, FBPA coupling cs 3, Gal4-VP16 FLuc 3%, uPA surface inh 10%, Tb PFK inh -2%, FLuc counter 2%, ELG1 genotoxic -1%, Rab9 promoter act -7%, NPC1 promoter act -6%, Giardia kill 3 and KCNH2 3.1 block 10.
C/C(=N/NC(=O)c1ccn(C)n1)c1ccncc1 was read as RORgamma inh -9%, FBPA coupling cs 4, Gal4-VP16 FLuc -24%, uPA surface inh 10%, Tb PFK inh -1%, FLuc counter -6%, ELG1 genotoxic -1%, Rab9 promoter act 0%, NPC1 promoter act 2%, Giardia kill 22 and KCNH2 3.1 block -28.
CN(C)CCCNc1c2c(c(C#N)c3nc4ccccc4n13)CCC2 was read as RORgamma inh -2%, FBPA coupling cs -5, Gal4-VP16 FLuc -8%, Tb PFK inh -5%, FLuc counter 9%, ELG1 genotoxic 3%, Rab9 promoter act -1% and NPC1 promoter act 0%.
`O=C(NCc1cccnc1)c1ccc(CS(=O)(=O)c2ccc(Br)cc2)o1` gave RORgamma inh 4%, FBPA coupling cs 3, Gal4-VP16 FLuc 14%, uPA surface inh -9%, Tb PFK inh -3%, FLuc counter -6%, ELG1 genotoxic -1%, Rab9 promoter act 11%, NPC1 promoter act -1%, Giardia kill 15 and KCNH2 3.1 block -32.
Screening CN(CC(=O)Nc1ccc(Cl)c(C(F)(F)F)c1)C(=O)c1cn2ccccc2n1 returned uPA surface inh -2%, Tb PFK inh -1%, FLuc counter inconclusive, ELG1 genotoxic 23µM*, Rab9 promoter act -1%, NPC1 promoter act -5%, Giardia kill 1 and KCNH2 3.1 block -7.
Screening CCCN1C(=O)/C(=C/c2nc3ccccc3c(=O)[nH]2)c2cc(C)ccc21 returned RORgamma inh 19%, FBPA coupling cs 1, Gal4-VP16 FLuc -14%, uPA surface inh 1%, Tb PFK inh -2%, FLuc counter -9%, ELG1 genotoxic inconclusive, Rab9 promoter act 13%, NPC1 promoter act -1%, Giardia kill -2 and KCNH2 3.1 block 6.
N#Cc1ccc(-c2ccc(OCC(=O)NCCCN3CCCC3=O)cc2)cc1 was read as RORgamma inh 9%, FBPA coupling cs 3, Gal4-VP16 FLuc -8%, uPA surface inh -2%, Tb PFK inh -6%, FLuc counter -20%, ELG1 genotoxic 7%, Rab9 promoter act 27%, NPC1 promoter act 11%, Giardia kill 0 and KCNH2 3.1 block 16.
For CC(=O)c1c(C(=O)O)c2ccccc2[nH]c1=O the results were RORgamma inh -1%, FBPA coupling cs 1, Gal4-VP16 FLuc -1%, uPA surface inh 12%, Tb PFK inh -11%, FLuc counter -1%, ELG1 genotoxic 2%, Rab9 promoter act -4%, NPC1 promoter act -4%, Giardia kill 14 and KCNH2 3.1 block -9.
Cc1ccc(S(=O)(=O)N2CCCCC2)cc1C(=O)NCCC1=CCCCC1 was read as uPA surface inh -2%, Tb PFK inh -8%, FLuc counter 0%, ELG1 genotoxic -3%, Rab9 promoter act -3%, NPC1 promoter act 7%, Giardia kill 5 and KCNH2 3.1 block 8.
For O=C1CC(c2ccccc2)Cc2nc(NCc3ccco3)ncc21 (stereo not given) the results were RORgamma inh -9%, FBPA coupling cs 2, Gal4-VP16 FLuc 5%, uPA surface inh -3%, Tb PFK inh -8%, FLuc counter 1%, ELG1 genotoxic -17%, Rab9 promoter act -6%, NPC1 promoter act -1%, Giardia kill 7 and KCNH2 3.1 block -8.
`COc1ccc(-n2cc3ccc([N+](=O)[O-])cc3n2)cc1` gave RORgamma inh -18%, FBPA coupling cs -2, Gal4-VP16 FLuc -14%, uPA surface inh 2%, Tb PFK inh -4%, FLuc counter 0.95µM*, ELG1 genotoxic inconclusive, Rab9 promoter act 0.45µM*, NPC1 promoter act 0.71µM*, Giardia kill -14 and KCNH2 3.1 block 0.
Screening C=CC[C@@H](CC(=O)N[C@@H](CO)Cc1ccccc1)C(=O)NCCOC(=O)[C@@H](CC=C)Cc1ccc(F)cc1 returned uPA surface inh 12%, Tb PFK inh 12%, ELG1 genotoxic 1%, Giardia kill 8 and KCNH2 3.1 block -18.
CCCCC[C@H](O)/C=C/[C@@H]1[C@@H](CCCCCCC(=O)O)[C@@H](O)C[C@H]1O was read as RORgamma inh 2%&-5%, FBPA coupling cs 6&0, Gal4-VP16 FLuc 0%&2%, uPA surface inh -2%, Tb PFK inh 4%, FLuc counter 5%, ELG1 genotoxic 1%, Rab9 promoter act 5%, NPC1 promoter act 1%, Giardia kill -2 and KCNH2 3.1 block -17.
CC(=O)c1cccc(N2C(=NC(=O)C3CC3)SC3CS(=O)(=O)CC32)c1 (stereo not given) was read as RORgamma inh -6%, FBPA coupling cs 3, Gal4-VP16 FLuc 2%, uPA surface inh 10%, Tb PFK inh -2%, FLuc counter 1%, ELG1 genotoxic 1%, Rab9 promoter act 0%, NPC1 promoter act -4%, Giardia kill 31[activator] and KCNH2 3.1 block -35.
Screening COc1ccc(/C=N/NC(=O)Cc2n[nH]c(=O)[nH]c2=O)cc1 returned RORgamma inh 4%, FBPA coupling cs 2, Gal4-VP16 FLuc -10%, uPA surface inh 3%, Tb PFK inh -3%, FLuc counter -5%, ELG1 genotoxic 0%, Rab9 promoter act -2%, NPC1 promoter act -1%, Giardia kill -2 and KCNH2 3.1 block -4.
